# KCNH2 WT inh = KCNH2 (human, wildtype) channel inhibition; U2OS, BacMam KCNH2, thallium flux FluxOr; stronger effect = lower value; activity change, % at 1.84 µM; actives 0.37% (n = 340,000); AID 720551;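 active = maximum activity change below -70%; inconclusive = maximum activity change between -70% and -50%; inactive = maximum activity change above -50%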; also: % is scaled to controls: 0 for no effect and ±100 for the full control effect
#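 U2OS cells were transduced with wild-type KCNH2 virus (2.03 x 10^8 / mL) for 4 h at room temperature, then cultured overnight at 37 C. Thallium flux was read with FluxOr dye. Rate constants were normalized to DMSO controls.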
# Integrin act MD = activates integrin-mediated alleviation for muscular dystrophy | alpha7betagal myoblasts, beta-gal FDG fluorescence, 48 h | Potency, µM (highest dose often 38.3 µM), for inactives: at the top dose activation, hits mostly activators | actives 0.064% (n = 350,000);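 also: potency is read from the fitted curve at half-maximal effect; 100% = response of the positive control SU9516; nearly all actives have a fitted effect of over 60% in size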
#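 alpha7betagal+/- myoblasts (passage 13, 250/well) treated 48 h at 37C with compounds at 1:260 dilution of DMSO stock. Lysed, then beta-galactosidase activity read as FDG fluorescence (ex 480/em 540) after 30 min, with pre-read for autofluorescence.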
# KCNH2 3.1 inh = KCNH2 3.1 (human) potassium channel inhibition | U2OS KCNH2 3.1, thallium flux FluxOr; stronger effect = lower value | activity change, % (tested at about 1.8 µM) | actives 0.95% (n = 340,000);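 active = maximum activity change below -70%; inconclusive = maximum activity change from -70% to -50%; inactive = maximum activity change above -50%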;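 also: thallium influx rate constant from kinetic fluorescence after stimulation buffer; % is scaled to controls: 0 for no effect and ±100 for the full control effect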
#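 Kinetic fluorescence (2 min after stimulation buffer) measures Tl+ influx through KCNH2 3.1 expressed by viral transduction in U2OS cells; the rate constant is normalized against DMSO controls serving as positive and negative references.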
# TRPV1 agonist = agonists of human vanilloid receptor 1 (TRPV1); actives 0.19% (n = 320,000); AID 540275; TRPV1-expressing cells, Fluo-8 calcium influx, agonist mode; Q8NER1; activation, % at 8.33 µM; in the data active = activation above about 80%; inconclusive = between about 30% and that limit; also: 0% is about no effect
#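 Cells expressing TRPV1 were dye-loaded with Fluo-8 and read kinetically: 10 s baseline, 3 min after compound (agonist portion), then 2 min after EC20 capsaicin (allosteric enhancer portion). Calcium-bound dye fluorescence at 480/520 nm.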
# Coupling enz = counter-screen for Giardia aldolase inhibitors: coupling enzyme system; actives 0.67% (n = 290,000); coupling enzyme system counterscreen, AmpLite Red fluorescence; activity change, negative = inhibition, % at 58.2 µM, hits read low; in the data active = activity change below about -30%; also: % is scaled to controls: 0 for no effect and ±100 for the full control effect
#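 Final compound at 57.5 uM, incubated 10 min at RT with coupling enzyme reagent (glyceraldehyde-3-phosphate), then 20 min with substrate and AmpLite Red detection. Fluorescence read at 525/598 nm; tests interference with the coupling assay, not aldolase inhibition.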
# ASM inhibitor = blocks human secretory acid sphingomyelinase; AID 504937; Potency, µM (series often up to 57.5 µM), without a hit: at the top dose activity change, negative = inhibition, actives largely listed as inhibitors; P17405; placental ASM, HMU-PC fluorogenic substrate, 60 min; actives 0.006% (n = 340,000); also: potency is read from the fitted curve at half-maximal effect
# Target sequence (P17405 47-631 limits assumed): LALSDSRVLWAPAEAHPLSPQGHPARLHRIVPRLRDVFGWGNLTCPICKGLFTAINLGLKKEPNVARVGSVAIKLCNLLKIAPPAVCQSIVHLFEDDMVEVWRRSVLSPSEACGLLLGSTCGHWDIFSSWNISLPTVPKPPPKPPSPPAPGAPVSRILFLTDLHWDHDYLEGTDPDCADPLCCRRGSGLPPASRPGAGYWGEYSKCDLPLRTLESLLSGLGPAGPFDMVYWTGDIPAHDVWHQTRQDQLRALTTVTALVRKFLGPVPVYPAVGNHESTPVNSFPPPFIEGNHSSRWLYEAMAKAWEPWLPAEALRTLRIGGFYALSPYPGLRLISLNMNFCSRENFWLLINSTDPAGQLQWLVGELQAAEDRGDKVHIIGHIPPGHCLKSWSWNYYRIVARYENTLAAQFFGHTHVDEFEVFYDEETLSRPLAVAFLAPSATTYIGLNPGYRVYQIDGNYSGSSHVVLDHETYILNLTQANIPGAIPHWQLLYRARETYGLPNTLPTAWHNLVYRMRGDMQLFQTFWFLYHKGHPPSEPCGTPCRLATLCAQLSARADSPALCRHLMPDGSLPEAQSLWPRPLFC
#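 HMU-PC0 cleavage (9 uM final) by human placental ASM, 60 min at 37 °C following 10 min compound exposure at RT; stopped at pH 10, fluorescence Ex 386/Em 447 nm.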
# GALK inh = blocks human galactokinase activity; P51570; Purified GALK, Kinase-Glo residual ATP luminescence; Potency, µM (series often up to 57.5 µM), for inactives: top-dose activity change, negative = inhibition, most hits filed as inhibitors; actives 0.007% (n = 270,000); also: potency is read from the fitted curve at half-maximal effect; % is scaled to controls: 0 for no effect and ±100 for the full control effect
#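 Compounds were pin-transferred into ATP buffer (35 uM final), then GALK plus galactose (5 nM, 100 uM final) was added. After 1 h at room temperature, Kinase-Glo Plus was added and luminescence read after 10 min.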
# AT treatment = candidate therapy for ataxia-telangiectasia; […] A-T fibroblasts, KAP-1 phosphorylation AlphaLISA; neocarzinostatin DNA damage 30 min before lysis; Potency, µM (top dose mostly 57.5 µM), for inactives: top-dose activation, actives largely listed as activators; actives 0.19% (n = 320,000); also: potency is read from the fitted curve at half-maximal effect; % of control where 0% means no effect; nearly all actives have a fitted effect of over 45% in size
#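 hTERT-immortalized A-T patient fibroblasts ([…]), 500 cells/well in OPTI-MEM, 1% FBS, got compounds for 60 min, then NCS for 30 min at 37C. Lysates were then assayed for phospho-KAP-1 by AlphaLISA (anti-pKAP1 donor, anti-KAP1 acceptor beads), 6 hr at 25C.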
# MBNL1-CUG inh = blocks human MBNL1 binding to CUG repeat RNA; Potency, µM (top dose mostly 57.5 µM), inactives show at the highest dose activity change, negative = inhibition, actives largely listed as inhibitors; actives 0.036% (n = 280,000); AID 2675; TR-FRET MBNL1-His/biotin-(CUG)12 binding, 665/545 ratio; active = well fitted inhibition curve with a large enough effect in the signal ratio, with a control signal flat, not every such curve was filed as active; inconclusive = small, poorly fitted or top-dose-only effect, or effect the other way, or a change in a side signal; inactive = no such curve, though single readings can be large or run the other way; the % refers to the signal ratio; also: potency is read from the fitted curve at half-maximal effect; % is scaled to controls: 0 for no effect and ±100 for the full control effect
# Target sequence (Q9NR56 whole entry, looked up): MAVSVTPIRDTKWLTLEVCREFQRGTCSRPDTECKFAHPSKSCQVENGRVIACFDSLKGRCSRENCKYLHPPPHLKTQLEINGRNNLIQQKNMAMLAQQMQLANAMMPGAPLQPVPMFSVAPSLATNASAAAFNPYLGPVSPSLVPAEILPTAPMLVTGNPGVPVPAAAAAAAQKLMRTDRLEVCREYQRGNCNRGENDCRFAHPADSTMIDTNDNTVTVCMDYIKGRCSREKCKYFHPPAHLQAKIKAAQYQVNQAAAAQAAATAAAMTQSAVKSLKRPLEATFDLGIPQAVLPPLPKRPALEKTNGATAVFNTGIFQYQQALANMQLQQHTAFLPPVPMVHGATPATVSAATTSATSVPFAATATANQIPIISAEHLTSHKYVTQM
#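 TR-FRET between His-tagged MBNL1 and biotin-(CUG)12 RNA, detected with Tb anti-His antibody (0.055 ng/ul) and streptavidin-XL665 (5 nM), 60 min at room temperature. Compounds titrated 92 nM to 58 uM; 665/545 nm ratio normalized to buffer and complex controls.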
# CXXC DNA block = blocks binding of human MLL CXXC domain to DNA. Q03164. MLL-CXXC / FITC-HOXA9 DNA fluorescence polarization. Potency, µM (titrated, usually from 115 µM), for the others: at the highest dose activity change, negative = inhibition, most hits filed as inhibitors. actives 0.037% (n = 290,000); active = well fitted inhibition curve with a large enough effect in the polarisation, with a control signal flat, not every such curve was filed as active; inconclusive = small, poorly fitted or top-dose-only effect, or effect the other way, or a change in a side signal; inactive = no such curve, though single readings can be large or run the other way; the % refers to the polarisation; also: potency is read from the fitted curve at half-maximal effect
#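 Purified MLL-CXXC (added from a 7 uM solution) was preincubated 5 min at ambient with pinned compounds in 50 mM Tris-HCl pH 7.5, 50 mM NaCl, 1 mM DTT, 0.05% BSA. Fluorescein-labeled HOX-A9 DNA (50 nM solution) followed, 30 min, then polarization read.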
# An asterisk follows results filed as active; i = inactive; ? = inconclusive; . = not tested or not shown; [ ] = another dose, or the depositor's remark. Unless noted, calls follow the shape of the dose curve; as a rule, active = well fitted curve in the direction sought with a large enough effect; inconclusive = small, poorly fitted or top-dose-only effect, or another doubt; inactive = no such curve, though single readings can be large; an effect the other way counts as inactive or inconclusive.
entry	Compound	ASM inhibitor	KCNH2 WT inh	AT treatment	Integrin act MD	TRPV1 agonist	KCNH2 3.1 inh	GALK inh	CXXC DNA block	MBNL1-CUG inh	Coupling enz
1	C#CCn1c(S(=O)(=O)Cc2ccccc2Cl)nc(-c2ccccc2)c1-c1ccccc1	-4%	-7	-3%	-8%	3	-23	0%	3%	4%	4
2	COCC(C)NC(=O)c1ccc(CN2CCc3ccccc3C2)cc1 (configuration not stated)	7%	.	-1%	1%	2	16	-1%	-2%	-2%	5
3	CCn1c(CN2CCN(Cc3ccc(C)cc3)C(CCO)C2)nc2ccccc21 (configuration not stated)	6%	-25	7%	-17%	5	-98*	0%	14%	8%	-3
4	CCN(CC)CCNC(=O)c1ccc(Sc2ccc(Cl)cc2)c(NC(C)=O)c1	6%	49	7%	-54%[inhibitor]	2	-4	2%	?	12%	2
5	CC(C(=O)Nc1ccc(S(=O)(=O)N2CCCC2)cc1)N1CCc2ccccc2C1 (configuration not stated)	4%	-7	2%	19%	8	-187*	.	.	.	.
6	CC(C)C(=O)Nc1ccc(Cl)cc1-c1nc2ccccc2[nH]c1=O	183%[activator]	9	9%	-23%	5	10	-2%	0%	60%[activator]	-1
7	CC12CCC(=O)N1C(C(=O)NCc1ccccc1F)CS2 (configuration not stated)	6%	8	1%	-1%	-3	1	.	.	.	.
8	CCn1c(=S)sc2c(=O)n(CC(=O)Nc3ccc(C(C)=O)cc3)c(C)nc21	4%	-10	3%	-15%	-1	-9	1%	30%	24%	4
9	CC1=NNC(=O)C1CCC(=O)N/N=C/c1ccc(Cl)cc1 (configuration not stated)	0%	i	1%	16%	-1	-11	8%	22%	11%	4
10	CCCn1nc(C(=O)OCC(=O)Nc2cccc(OC)c2)c2ccccc2c1=O	-7%	6	0%	-42%	13	8	2%	22%	6%	8
11	O=C1CCc2cc(S(=O)(=O)N3CCCC3C(=O)N3CCN(c4ccccc4)CC3)ccc2N1 (configuration not stated)	6%	19	7%	-6%	.	-12	2%	-7%	4%	3
12	O=c1[nH]c2ccccc2nc1/C=C(\O)C1CC1	38%[activator]	1	-5%	15%	1	0	2%	13%	.	-2
13	CSc1ccccc1NC(=O)CN(C)CC(=O)c1[nH]c(C)c(C(C)=O)c1C	3%	3	9%	14%	.	6	.	.	.	.
14	COc1cc(S(=O)(=O)n2nnc3ccccc32)c(OC)cc1Cl	-2%	-1	-2%	10%	-2	-8	0%	-3%	9%	-1
15	Nc1nc(-c2ccc([N+](=O)[O-])cc2)cs1	-2%	-4	1%	44%	2	-7	1%	2%	?	1
16	Cc1cccc(NC(=O)C2CCCN(S(=O)(=O)c3cccc4nonc34)C2)c1 (configuration not stated)	1%	0	7%	-18%	5	5	5%	9%	9%	2
17	Cc1cc(NC(=O)Cn2nnc3sc4c(c3c2=O)CCC(C(C)(C)C)C4)no1 (configuration not stated)	-20%	4	-5%	0%	2	10	-1%	-1%	9%	-4
18	CCOc1cccc(C(=O)N(Cc2ccc(F)cc2)C2CCS(=O)(=O)C2)c1 (configuration not stated)	-4%	3	-2%	-23%	1	-31	1%	6%	4%	-1
19	CCCCC(=O)NCCNC(=O)c1cc(OCC(F)(F)F)ccc1OCC(F)(F)F	1%	6	3%	-1%	3	4	2%	-1%	-2%	2
20	O=C1CC(Sc2nnc(-c3ccccc3O)o2)C(=O)N1c1ccccc1 (configuration not stated)	-4%	9	1%	-73%[inhibitor]	?	10	-1%	-17%	8%	-1
21	O=C(CCN1C(=O)C2C3C=CC(C3)C2C1=O)Nc1ccc2c(c1)OCO2 (configuration not stated)	1%	-4	-1%	30%	-2	-1	-3%	-9%	-2%	0
22	Cc1ccc(C(=O)NCC(=O)OC(C)C(=O)NCCC2=CCCCC2)cc1C (configuration not stated)	5%	4	-4%	22%	23	8	0%	8%	-6%	5
23	COc1cc(/C=N/S(=O)(=O)CCc2ccccc2)ccc1O	3%	27	-2%	6%	1	20	1%	4%	15%	0
24	CC(C(=O)NCC1CCCCC1)N1CCc2ccccc2C1 (configuration not stated)	3%	-9	21%	-37%	?	-4	0%	1%	0%	4
25	Cc1ccccc1-n1nc2c(c1NC(=O)c1cc3ccccc3oc1=O)CS(=O)(=O)C2	-1%	-1	2%	26%	17	-17	1%	10%	7%	2
26	Cn1ccnc1C(=O)c1ccc(Cl)c(S(=O)(=O)N2CCOCC2)c1	7%	24	39%	12%	3	?	-2%	-13%	-8%	5
27	Cc1noc(C)c1C(=O)N1CCN(S(=O)(=O)c2cccc(Cl)c2Cl)CC1	2%	-2	-12%	8%	0	10	5%	-10%	-12%	3
28	Cn1c2c(c(=O)[nH]c1=O)C(c1cccc(O)c1)C1=C(N2)c2ccccc2C1=O (configuration not stated)	-1%	2	19%	-35%	-1	3	15%	8%	?	-4
29	CCN(c1ccc(OC)cc1)S(=O)(=O)c1nnc(NC(=O)COc2ccc(F)cc2)s1	0%	-3	1%	0%	-4	1	-5%	44%[activator]	0%	.
30	COc1ccc(/C=C2\Sc3ccc(C(=O)NCCCN4CCCC4)cc3N(C)C2=O)cc1OC	-3%	2	-7%	-52%[inhibitor]	0	3	3%	36%[activator]	?	-4
31	O=C(c1ccco1)N1CCN(Cc2cc(=O)c(OCc3ccc([N+](=O)[O-])cc3)co2)CC1	0%	36	13%	-21%	-3	-12	.	.	.	.
32	Cc1ccc(OCCC(=O)OCC(=O)Nc2ccccc2)cc1	-1%	-2	7%	25%	15	-6	0%	-3%	5%	.
33	Cc1coc2c(C)c3oc(=O)c(CCC(=O)NCCN4CCOCC4)c(C)c3cc12	20%	2	-10%	0%	-2	25	.	-9%	-12%	-4
34	NC(=O)CSc1nnc(COc2ccccc2)n1CCc1ccccc1	-3%	-12	-3%	17%	?	-5	0%	-4%	6%	2
35	COc1ccccc1-n1c(SCC(=O)N2CCOCC2)nc(O)c(Cc2ccccc2)c1=O	2%	-2	3%	10%	-3	-1	0%	10%	-5%	0
36	Cc1cc(Cl)ccc1OC(C)C(=O)Nc1ccc(S(=O)(=O)N2CCOCC2)cc1 (configuration not stated)	-9%	0	.	-12%	.	9	.	.	.	.
37	Cc1cc2nccc(-c3ccc(OCCCF)cc3)n2n1	72%[activator]	-1	-1%	38%	7	0	-1%	-2%	?	0
38	O=C(NCC(=O)N1CCN(c2ccc(C(F)(F)F)cn2)CC1)c1ccc(Br)o1	-2%	12	-9%	-21%	3	-8	.	.	.	.
39	Cc1ccc(OCCSc2nnc(NC(=O)c3ccco3)s2)cc1	1%	-19	0%	-18%	3	-7	1%	2%	-2%	4
40	COc1cc(-c2c(-c3cc(OC)c(OC)c(OC)c3)noc2C)ccc1F	-8%	-2	-2%	3%	?	7	.	5%	-3%	-13
41	COc1ccc(CN(C(=O)c2ccccc2Br)C2CCS(=O)(=O)C2)cc1 (configuration not stated)	1%	1	2%	-21%	-2	?	.	.	8%	2
42	CC(C)(C)OC(=O)N1CCC[C@H]1C(=O)N/N=C/c1ccc2nccnc2c1	-1%	-2	-2%	?	-1	11	3%	-8%	.	3
43	COC(=O)c1[nH]c(C)c(/C(O)=C2\C(=O)C(=O)N(CCN3CCOCC3)C2c2cccnc2)c1C (configuration not stated)	-3%	-3	5%	-10%[7.66 µM]	-6	2	-4%	2%	2%	3
44	Cc1ccc(Cn2ccc(NC(=O)c3noc4c3CCc3ccccc3-4)n2)cc1	0%	-11	1%	24%	-7	2	1%	-12%	-8%	0
45	O=C(COc1ccccc1)N/N=C/c1ccc2c(c1)OCO2	2%	6	13%	-3%	11	0	4%	1%	0%	7
46	O=C(CCl)Nc1ccc(-c2ccccc2)cc1	3%	.	1%	-84%[inhibitor]	0	3	2%	-4%	.	1
47	O=C(NC1CCCC1)C(c1ccsc1)N(C(=O)Cc1cccs1)c1cccc(F)c1 (configuration not stated)	-1%	5	3%	-6%	-1	6	-2%	19%	-12%	4
48	O=C(Nc1ccccc1[N+](=O)[O-])C1COc2ccccc2O1 (configuration not stated)	-12%	2	-1%	-26%	10	2	0%	-7%	?	-2

# Some of the entries so far, with one line to a screen:
7. CC12CCC(=O)N1C(C(=O)NCc1ccccc1F)CS2 (configuration not stated)
8. CCn1c(=S)sc2c(=O)n(CC(=O)Nc3ccc(C(C)=O)cc3)c(C)nc21

entry no.,7,8
ASM inhibitor,6%,4%
KCNH2 WT inh,8,-10
AT treatment,1%,3%
Integrin act MD,-1%,-15%
TRPV1 agonist,-3,-1
KCNH2 3.1 inh,1,-9
GALK inh,.,1%
CXXC DNA block,.,30%
MBNL1-CUG inh,.,24%
Coupling enz,.,4

# Look-ups from above:
# For Coupling enz, entry 46 is entered as 1
# For KCNH2 WT inh, entry 43 is entered as -3

# Source: PubChem BioAssay (National Center for Advancing Translational Sciences (NCATS))
